From PubChem
FXIIa inh 1536: blocks human coagulation factor XIIa protease activity. inhibition, % at 5 µM. P00748. actives 0.3% (n = 220,000). purified FXIIa, Boc-QGR-AMC fluorogenic substrate, 2 h. AID 800; in the data active = inhibition above about 40%;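 also: 0% = enzyme with no compound and 100% = blank without enzyme; many of its hits are not listed in these tables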
FXIa inh: inhibitors of human coagulation factor XIa; P03951; purified FXIa, Boc-Glu-Ala-Arg-AMC fluorogenic substrate; inhibition, % at 5 µM; actives 0.14% (n = 220,000); AID 798;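 active = inhibition of at least 40%; inactive = inhibition below 40%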;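 also: fluorescence of freed AMC excited at 355 nm; 0% = enzyme without compound and 100% = no enzyme blank; many of its hits are not listed in these tables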
Runt-SMMHC FRET: inhibitors of human RUNX1 Runt domain binding to CBFb-SMMHC; Cerulean-Runt/Venus-CBFb-SMMHC FRET ratio 530/480, 1 h; inhibition, % at 20 µM; actives 0.74% (n = 220,000); AID 1434;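 active = mean inhibition across duplicate retests at 20 µM reaching about 50%, limit read from the data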;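 also: 0% = DMSO wells and 100% = wells with excess untagged CBFb-SMMHC; inhibitors lower the FRET ratio by blocking Runt binding to CBFb-SMMHC; some results filed as inactive read as strong as hits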
Target sequence (Q01196 whole entry, looked up, the tested form may be a part): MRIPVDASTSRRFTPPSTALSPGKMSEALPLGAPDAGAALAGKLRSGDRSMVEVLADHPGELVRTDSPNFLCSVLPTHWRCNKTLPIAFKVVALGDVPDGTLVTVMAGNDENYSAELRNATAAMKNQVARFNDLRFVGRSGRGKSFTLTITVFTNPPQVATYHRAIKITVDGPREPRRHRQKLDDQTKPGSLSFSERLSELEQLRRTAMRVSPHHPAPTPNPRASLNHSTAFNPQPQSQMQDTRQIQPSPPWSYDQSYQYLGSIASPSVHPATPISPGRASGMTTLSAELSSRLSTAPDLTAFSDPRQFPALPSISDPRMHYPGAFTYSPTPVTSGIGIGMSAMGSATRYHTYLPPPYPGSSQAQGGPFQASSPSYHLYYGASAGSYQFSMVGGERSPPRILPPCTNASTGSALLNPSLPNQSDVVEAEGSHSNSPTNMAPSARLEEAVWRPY
Target sequence (Q13951 whole entry, looked up, the tested form may be a part): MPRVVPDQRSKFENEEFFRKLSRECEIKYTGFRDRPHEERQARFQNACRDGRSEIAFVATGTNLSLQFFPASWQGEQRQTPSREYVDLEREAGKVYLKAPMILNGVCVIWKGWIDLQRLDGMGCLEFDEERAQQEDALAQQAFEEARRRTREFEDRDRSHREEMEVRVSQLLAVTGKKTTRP
Hck Nef HTS: blocks Nef-activated human Hck kinase | P08631 | Recombinant Hck-YEEI plus Nef, Z-Lyte FRET kinase assay | inhibition, % at 20 µM | actives 0.68% (n = 220,000);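 active = Hck-Nef kinase inhibition above about 50%, limit read from the data; inactive = inhibition below that limit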;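 also: 0% = DMSO with Hck plus Nef and 100% = Hck alone without Nef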
14-3-3 Bad PPI: disrupts binding of bovine 14-3-3 zeta to phospho-Bad peptide | P63103 | TR-FRET 14-3-3zeta/Dy647-pBad peptide displacement, 1 h | inhibition, % at 21.7 µM | actives 0.71% (n = 220,000) | AID 781;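 active = inhibition above about 70%, limit read from the data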;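 also: 0% = full 14-3-3 plus peptide FRET controls and 100% = background without 14-3-3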
hK5 inh: blocks human kallikrein 5 protease activity; Q9Y337; recombinant hK5, fluorogenic AMC substrate cleavage; inhibition, % at 5 µM; actives 0.59% (n = 210,000);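 active = inhibition of 40% or more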;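 also: 0% = enzyme controls without compound and 100% = no-enzyme blanks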
Target sequence (Q9Y337 67-293 limits assumed): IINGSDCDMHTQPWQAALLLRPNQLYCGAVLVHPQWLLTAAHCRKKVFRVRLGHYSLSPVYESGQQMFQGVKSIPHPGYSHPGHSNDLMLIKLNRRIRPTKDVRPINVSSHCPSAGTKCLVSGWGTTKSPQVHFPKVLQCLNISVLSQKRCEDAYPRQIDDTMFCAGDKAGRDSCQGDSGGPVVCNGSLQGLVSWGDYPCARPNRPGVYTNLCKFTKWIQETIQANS
Wee1 degr inh: blocks degradation of human Wee1 kinase | P30291 | HeLa Luc-Wee1K328M stability, luciferase luminescence; 100% = proteasome inhibitor MG132 effect | reporter increase, % at 5 µM | actives 1.2% (n = 220,000) | AID 1321;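 active = activation above the mean of all tested compounds plus 3 SD, set per screening run, cut at about 8.8% in these data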;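 also: cells exposed to compound for 20 h before luminescence read; 0% = DMSO alone and 100% = MG132 at 30 µM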
Runt-CBFb FRET: blocks binding of human RUNX1 Runt domain to CBFb. Cerulean-Runt/Venus-CBFb FRET ratio 530/480, 1 h. Q01196+Q13951. actives 0.46% (n = 220,000). inhibition, % at 20 µM;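 active = inhibition over about 50% at 20 µM in the single-dose screen, limit read from the data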;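 also: 0% = DMSO wells and 100% = excess unlabeled CBFb competitor control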
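Assay system: Cerulean-tagged RUNX1 Runt domain (FRET donor) fusion protein / Amount: 100 nM each of Venus-CBFb and Cerulean-Runt domain / Medium: Tris buffer pH 7.5 with salts and BSA / Also added: Venus-CBFb 100 nM / Schedule: 1 h complex formation plus 1 h compound treatment, room temperature / Signal: FRET fluorescence / Read-out: loss of energy transfer signal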
thrombin 1536: blocks human thrombin protease activity; P00734; alpha-thrombin, Boc-VPR-AMC fluorogenic substrate cleavage; inhibition, % at 5 µM; actives 0.26% (n = 220,000);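 active = inhibition at or above 40%; inactive = inhibition below 40%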;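 also: 0% = enzyme with no compound and 100% = wells without enzyme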
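System – human alpha-thrombin protein · Reagent – Boc-VPR-AMC substrate, 15 µM final · Compound – 5 µM single dose in 0.2% DMSO · Schedule – reaction at room temperature · Technique – AMC fluorescence at 355 nm excitation and 460 nm emission · Read-out basis – % inhibition relative to enzyme controls and enzyme-free blanks · Control set – no-compound enzyme wells and no-enzyme blanks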
* = called active by the depositor; . = no result given; [ ] = another dose, or the depositor's remark.

SMILES | FXIIa inh 1536 | FXIa inh | Runt-SMMHC FRET | Hck Nef HTS | 14-3-3 Bad PPI | hK5 inh | Wee1 degr inh | Runt-CBFb FRET | thrombin 1536
Cc1ccc(CSCCNC(=O)CN2C(=O)c3ccccc3S2(=O)=O)cc1 | 8 | 5 | -6 | 0 | -5 | -19 | 1 | 0 | -3
CCC(=O)Nc1ccc(-c2nc(-c3ccccc3)n(CC(=O)N3CCCCC3)n2)cc1 | -7 | -4 | -4 | 1 | -5 | -6 | 4 | 0 | -8
O=C(NCc1ccncc1)C(=O)N/N=C/c1cccnc1 | 5 | 0 | -2 | 14 | 26 | 8 | -3 | 1 | -10
Cc1cc(=O)[nH]c(-c2ccccc2OC(F)(F)F)n1 | 3 | 1 | 0 | 2 | -5 | -1 | 0 | 3 | -8
Cc1cc(-c2nnco2)c(C)n1-c1ccccc1 | 17 | 7 | -10 | 0 | -3 | -18 | 1 | 0 | 3
CCCCn1c(SCC(=O)Nc2cccc(OC)c2)nc2ccc(N3CCOCC3)cc2c1=O | 9 | 2 | -5 | 9 | 5 | -4 | 0 | 13 | -4
CCc1nc(N)c(C#N)c(-c2ccc(F)cc2)c1C | 17 | 4 | 1 | 0 | -3 | 1 | 0 | 1 | 2
Cn1cc(-c2nc3ccccc3[nH]2)c2ccccc21 | -12 | -14 | -5 | 7 | 5[fluorescence artefact?] | -22 | 1 | 2 | -2
O=C(c1ccccc1)c1cnc(-c2ccccc2)s1 | 0 | -5 | -2 | 15 | -2 | -4 | 10* | 1 | -12
Cc1cc2cc(CNC(=O)c3ccc4c(c3)OCO4)ccc2n1C | 10 | 6 | -27 | -7 | -9 | -11 | 7 | 23 | 0
CC(C)Cn1c(N)c(C(=O)COC(=O)C2CC(=O)N(Cc3ccccc3Cl)C2)c(=O)n(C)c1=O (stereo not given) | 4 | -4 | -5 | 23 | -5 | -7 | -1 | -2 | 1
CCC(CC)C(=O)Nc1nnc(SCC(=O)N2CCN(c3ccccc3OC)CC2)s1 | 16 | 8 | 1 | -1 | 1[fluorescence artefact?] | -16 | -2 | -4 | -6
CCNc1nc(Oc2ccc(=O)n(C)n2)nc(N2CCOCC2)n1 | 12 | 5 | -4 | -3 | 7[fluorescence artefact?] | 0 | 2 | 2 | 2
CCOc1ccccc1Nc1nc(-c2sc(NC(=O)c3ccc([N+](=O)[O-])cc3)nc2C)cs1 | 17 | 0 | -2 | 3 | 62[fluorescence artefact?] | -15 | 4 | 4 | 0
COc1ccccc1NC(=O)Nc1ccc(Br)cn1 | 11 | -7 | 2 | -3 | -1[fluorescence artefact?] | -8 | 1 | -2 | 1
O=C(CCCSc1nc(-c2ccco2)cc(C(F)(F)F)n1)NCc1cccs1 | -7 | -12 | 2 | 1 | 5 | 3 | -2 | -2 | -2
O=C(Nc1ccccc1)C1Cc2ccccc2CN1C(=O)c1ccco1 (stereo not given) | 4 | -4 | -3 | 7 | 29[fluorescence artefact?] | -16 | -1 | 5 | -4
Cc1cc(Cl)ccc1OCC(=O)N1C(C)CCCC1C (stereo not given) | 6 | 3 | -3 | 9 | 10 | -8 | 0 | 1 | 4
CCOc1ccc(OCc2ccc(C(=O)N(CC)CC)cc2)cc1 | 1 | -6 | -3 | 0 | -2 | -3 | 3 | -3 | -7
N#CC1=C(SCC(=O)NC23CC4CC(CC(C4)C2)C3)NC(=O)C(C#N)C12CCCCC2 (stereo not given) | 9 | 1 | -4 | 8 | 11 | 3 | -4 | 0 | 0
C[C@@]12CCC=C[C@H]1[C@H](c1ccc3ccccc3c1)N(Cc1ccccc1)C2=O | 9 | 3 | 3 | 24 | 13 | 3 | . | 3 | 2
CC(C)(C)NC(=O)Cn1ccc(=N)c2ccccc21 | 21 | 15 | -3 | 1 | 5[fluorescence artefact?] | 24 | -3 | -2 | 18
COc1ccc(CN2CCN(C(=O)c3cccs3)CC2)c(OC)c1OC | -1 | 5 | -7 | 0 | 17 | -2 | 7 | -1 | -23
CC(C)C(=O)c1ccc(O)c(O)c1 | 3 | 1 | -3 | 3 | -12 | -3 | 1 | 3 | -6
O=C(Cc1cccc2ccccc12)Nc1ccc2oc(-c3ccccc3)nc2c1 | 3 | -7 | -3 | 1 | -10 | -5 | 2 | 3 | -3

Part of the list above in order of molecular weight, lowest first:
SMILES | FXIIa inh 1536 | FXIa inh | Runt-SMMHC FRET | Hck Nef HTS | 14-3-3 Bad PPI | hK5 inh | Wee1 degr inh | Runt-CBFb FRET | thrombin 1536
CC(C)C(=O)c1ccc(O)c(O)c1 | 3 | 1 | -3 | 3 | -12 | -3 | 1 | 3 | -6
Cc1cc(-c2nnco2)c(C)n1-c1ccccc1 | 17 | 7 | -10 | 0 | -3 | -18 | 1 | 0 | 3
O=C(c1ccccc1)c1cnc(-c2ccccc2)s1 | 0 | -5 | -2 | 15 | -2 | -4 | 10* | 1 | -12
Cc1cc(=O)[nH]c(-c2ccccc2OC(F)(F)F)n1 | 3 | 1 | 0 | 2 | -5 | -1 | 0 | 3 | -8
O=C(NCc1ccncc1)C(=O)N/N=C/c1cccnc1 | 5 | 0 | -2 | 14 | 26 | 8 | -3 | 1 | -10
Cc1cc2cc(CNC(=O)c3ccc4c(c3)OCO4)ccc2n1C | 10 | 6 | -27 | -7 | -9 | -11 | 7 | 23 | 0
CCOc1ccc(OCc2ccc(C(=O)N(CC)CC)cc2)cc1 | 1 | -6 | -3 | 0 | -2 | -3 | 3 | -3 | -7
C[C@@]12CCC=C[C@H]1[C@H](c1ccc3ccccc3c1)N(Cc1ccccc1)C2=O | 9 | 3 | 3 | 24 | 13 | 3 | . | 3 | 2
O=C(Cc1cccc2ccccc12)Nc1ccc2oc(-c3ccccc3)nc2c1 | 3 | -7 | -3 | 1 | -10 | -5 | 2 | 3 | -3
CCC(=O)Nc1ccc(-c2nc(-c3ccccc3)n(CC(=O)N3CCCCC3)n2)cc1 | -7 | -4 | -4 | 1 | -5 | -6 | 4 | 0 | -8
O=C(CCCSc1nc(-c2ccco2)cc(C(F)(F)F)n1)NCc1cccs1 | -7 | -12 | 2 | 1 | 5 | 3 | -2 | -2 | -2
CCC(CC)C(=O)Nc1nnc(SCC(=O)N2CCN(c3ccccc3OC)CC2)s1 | 16 | 8 | 1 | -1 | 1[fluorescence artefact?] | -16 | -2 | -4 | -6

Remaining list, next part
SMILES | FXIIa inh 1536 | FXIa inh | Runt-SMMHC FRET | Hck Nef HTS | 14-3-3 Bad PPI | hK5 inh | Wee1 degr inh | Runt-CBFb FRET | thrombin 1536
CNc1cccc2c1C(=O)c1ccccc1C2=O | 12 | 0 | -12 | 2 | -11[fluorescence artefact?] | -4 | -1 | -1 | -10
CC1(C)Cc2c(sc(NC(=O)C3CC(Cl)=CCC3C(=O)O)c2C#N)CO1 (stereo not given) | 6 | -3 | -2 | 25 | -5 | 14 | -1 | 2 | -4
Cc1cc(C)n2nc(C(=O)N/N=C/c3ccccc3C)nc2n1 | 4 | 1 | 0 | 5 | -4 | -2 | 7 | 0 | 1
CC(C)OCCCNC(=O)c1ccc2c(=O)n(Cc3ccc4c(c3)OCO4)c(=S)[nH]c2c1 | 11 | 3 | 1 | 16 | 29 | 4 | -2 | -1 | -6
O=C(CSc1c(F)c(F)cc(F)c1F)Nc1ccc(C2SCCS2)cc1 | 4 | -21 | 0 | 5 | -6 | 3 | 3 | 2 | -7
CNC(=O)CCC(=O)Nc1ccc(C)cc1 | 4 | -2 | -3 | -1 | -17 | -7 | -1 | 0 | 4
CN1CCN(c2ccc(C(=O)c3ccccc3)cc2[N+](=O)[O-])CC1 | 8 | 6 | -40 | 4 | -2 | -7 | -3 | -1 | 0
C/C=C/c1ccc(OCCCNC2CCCC2)c(OC)c1 | -11 | -5 | 1 | -24 | 5 | 5 | 4 | 0 | 1
CCn1c(C(C)NC(=O)c2cccc(C)c2)nc2ccccc21 (stereo not given) | 8 | 1 | -6 | 0 | 2 | -4 | -2 | 0 | -3
CCOc1ccc(N=C2NC(=O)C(CC(=O)O)S2)cc1 (stereo not given) | 10 | -1 | -2 | 3 | -1 | -18 | 0 | -1 | -3
O=C(C1CCN(C2CC(=O)N(c3ccc(Cl)cc3)C2=O)CC1)N1CCOCC1 (stereo not given) | 9 | -4 | -2 | 5 | 0 | -4 | -3 | 3 | -6
CCN(CC)S(=O)(=O)c1cccc(NC(=O)CNC2CCCCCC2)c1 | 0 | -6 | 0 | 13 | 15 | -6 | 2 | 0 | -7
Fc1ccc(-c2nc3cnccn3c2NC2CCCC2)cc1 | -1 | -7 | -47 | 6 | -16 | -16 | -1 | -24 | -1
O=C(/C=C/c1cccc(Cl)c1)NCCN1CCOCC1 | 4 | 9 | 4 | 2 | -2[fluorescence artefact?] | -11 | 2 | -4 | -2
O=C(OCc1nc2ccccc2[nH]1)C1CCCCC1 | 4 | -1 | 18 | 2 | -16 | -14 | 4 | 4 | -5
OCc1ccnc2c(O)cccc12 | 24 | 19 | -6 | 3 | 0 | -185 | -1 | 46 | -1
CN(Cc1ccco1)C(=O)c1ccc(N2CCCC2=O)cc1 | -2 | -8 | -2 | 8 | 6 | -16 | -1 | 0 | -8
COc1ccc(C2CC(=O)N(CC(=O)NCC3CCCO3)c3ccccc3S2)cc1OC (stereo not given) | 8 | 1 | 0 | 23 | -7 | 3 | -1 | 1 | 1
O=C1NC2c3ccccc3C(=O)N2c2c1cnn2-c1ccccc1 (stereo not given) | 1 | -2 | 1 | -7 | 6[fluorescence artefact?] | -25 | -1 | 0 | -2
Cc1ccc(O)c(C(=O)c2cc(C#N)c(=O)n(Cc3ccccc3)c2)c1 | 1 | -6 | -5 | 0 | -19 | -10 | 0 | -4 | 0
Cc1ccc(NC(=O)c2cc(N3C(=O)C=CC3=O)ccc2N2CCOCC2)cc1 | 3 | -3 | 27 | 3 | -2 | -1 | -1 | -6 | -5
Cc1ccc(O)c(NC(=O)c2noc3c2CCc2ccccc2-3)c1 | 13 | 2 | 0 | 30 | -18 | 0 | 4 | 1 | -6
O=C1CCCC(O)=C1N=Nc1c(Cl)cc(C(F)(F)F)cc1Cl | 0 | -10 | -2 | 2 | -5 | -14 | 1 | 6 | -3
Cc1ccc(SCC(=O)NC(=O)NCc2ccco2)cc1C | -4 | -6 | 1 | 0 | -2 | -19 | -1 | 2 | -11
CC[C@H](C)/C=C(C)/C=C/C1=CC2=CC(=O)[C@]3(C)OC(=O)[C@@H](C(C)=O)[C@@H]3C2=CO1 | 8 | 4 | 85* | -47 | 0 | 4 | -2 | 8 | 2

A different layout for some results above.
FXIIa inh 1536	FXIa inh	Runt-SMMHC FRET	Hck Nef HTS	14-3-3 Bad PPI	hK5 inh	Wee1 degr inh	Runt-CBFb FRET	thrombin 1536	SMILES
8	1	-6	0	2	-4	-2	0	-3	CCn1c(C(C)NC(=O)c2cccc(C)c2)nc2ccccc21 (stereo not given)
10	-1	-2	3	-1	-18	0	-1	-3	CCOc1ccc(N=C2NC(=O)C(CC(=O)O)S2)cc1 (stereo not given)
